# High-throughput results as filed in PubChem.
# mcGAS MS inh = inhibitors of Mus musculus cyclic GMP-AMP synthase, initial high-throughput assay, cell-free, RapidFire MS; Q8C6L5; recombinant mouse cGAS, cGAMP by RapidFire MS; inhibition, % at 12.5 µM; actives 0.18% (n = 130,000); AID 1259397, 2018;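 active = inhibition of cGAS enzyme activity at or above 60%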;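 also: enzyme stimulated by 45 bp dsDNA with ATP and GTP substrates; cGAMP share of summed cGAMP plus half ATP and half GTP signals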
# Target sequence (Q8C6L5 whole entry, looked up): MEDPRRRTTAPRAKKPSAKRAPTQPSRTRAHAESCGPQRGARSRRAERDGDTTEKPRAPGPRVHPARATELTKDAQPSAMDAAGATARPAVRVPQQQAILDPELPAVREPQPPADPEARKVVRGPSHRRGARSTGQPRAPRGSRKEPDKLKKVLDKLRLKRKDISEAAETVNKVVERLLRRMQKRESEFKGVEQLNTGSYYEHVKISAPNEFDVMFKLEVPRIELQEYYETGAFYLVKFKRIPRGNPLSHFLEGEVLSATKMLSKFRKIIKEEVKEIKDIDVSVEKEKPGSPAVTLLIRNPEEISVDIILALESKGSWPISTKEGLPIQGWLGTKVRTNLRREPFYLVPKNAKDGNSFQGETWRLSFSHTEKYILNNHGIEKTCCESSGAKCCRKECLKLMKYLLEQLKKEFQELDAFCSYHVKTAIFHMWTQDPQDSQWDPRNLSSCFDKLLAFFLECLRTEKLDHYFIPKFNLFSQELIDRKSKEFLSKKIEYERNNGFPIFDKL
# Numbers without * were called inactive; & = joins results of further samples. An excerpt. The share of hits here may be higher or lower than overall.
entry	Molecule	mcGAS MS inh
1	CC1(C(=O)NS(=O)(=O)Cc2cccc(Cl)c2)CCN1C(=O)CCC1CCCC1 (stereo unspecified)	-1.7
2	CCOC(=O)N1CCN(c2nc3ccsc3c(=O)s2)CC1	7.7
3	CCOC(=O)C1(Cc2cccc(Cl)c2)CCCN(C(=O)c2ccc(C(C)=O)cc2)C1 (stereo unspecified)	-3.7
4	CN(Cc1ncc[nH]1)Cc1ccc(-c2ccccc2Cl)o1	-13.4
5	Cc1nnc(SCCCn2c(N3CCOCC3)nc3c2c(=O)[nH]c(=O)n3C)s1	2.6
6	NC(=O)C1CCCN1C(=O)C(Cc1cnc[nH]1)NC(=O)C1CCC(=O)N1 (stereo unspecified)	-1.4
7	Cn1ncc(CN2CCN(Cc3cccc(F)c3)CC2)c1C1CC1	-6.8
8	Cc1cc(=O)n(CC(C)C)[nH]1	-7.4
9	Cc1oc(-c2cccs2)nc1CN1CCCC(CNC(=O)c2cccs2)C1 (stereo unspecified)	3.1
10	O=C(COCc1ccccc1)NC1(c2noc(C3CCCC3)n2)CCCCCC1	-44.4
11	Cc1ccc(CSc2nnc(-c3c[nH]c4ccccc34)o2)cc1	-8.0
12	N=C(N=C(N)N)N(c1ccccc1)c1ccccc1	-7.9
13	COc1ccc(C=NN=C2CC3CCC2(C)C3(C)C)cc1O (stereo unspecified)	-5.5
14	CCOc1cc2nc3c4ccccc4n(C(C)C)c3nc2cc1OCC	-0.9
15	O=C(Cc1cn2ccsc2n1)NCC(c1ccco1)N1CCCC1 (stereo unspecified)	4.0
16	COc1ccc(C)cc1NC(=O)NCCNc1cc(N2CCCC2)nc(C)n1	-5.7
17	Cc1ccc(Nc2nc(NCCc3ccccc3)nc3nccnc23)cc1Cl	-15.0
18	O=C(Cc1cccs1)Nc1cccc(N2CCOC2=O)c1	-13.9
19	COc1ncccc1CNC(=O)N(C)Cc1ccccc1C	0.0
20	Cc1nc2c(c(N(C)C)n1)CCN(C(=O)c1cc(-c3ccc(C)o3)[nH]n1)C2	19.5
21	c1cnc(Oc2ccc(CNCc3cccnc3N3CCOCC3)cc2)nc1	-8.7
22	CCCc1nc2oc3cc(OC)ccc3c(=O)c2c(=O)n1CCc1ccccc1	-16.0
23	COC(=O)c1cc(C2CC2)nc2c1c(-c1ccc(C)cc1)nn2C1CCS(=O)(=O)C1 (stereo unspecified)	-9.9
24	O=C(CSc1nnc(-c2ccccc2)n1-c1ccccc1)N/N=C\c1ccccc1Cl	-12.5
25	O=C(O)C1C2C=CC(O2)C1C(=O)NCc1ccccc1Br (stereo unspecified)	-3.0
26	CC1CCN(C(=O)c2ccc(S(=O)(=O)NC3CCS(=O)(=O)C3)cc2)c2ccccc2S1 (stereo unspecified)	-9.8
27	Cc1ccc(C)c(NC(=O)CSc2nnc(CCC(=O)O)c(=O)[nH]2)c1	0.5
28	Cc1ccc(C2=NN(CC#N)C(=O)SC2)cc1	1.1
29	COc1cc(Nc2ncnc3c2cnn3-c2ccc(Cl)cc2)cc(OC)c1OC	-14.5
30	COC(=O)C1=C(C)NC(=S)NC1c1ccc(C(=O)OC)cc1 (stereo unspecified)	-7.1
31	CC1(C)ON=C(c2ccc(F)cc2)N(Cc2ccc3c(c2)OCO3)C1=O	0.2
32	N=c1oc2ccccc2c2cc(-c3ccccc3)nc(N)c12	-4.1
33	CN(Cc1cc([N+](=O)[O-])ccc1Cl)C(=O)Cn1cnc2ccccc2c1=O	1.9
34	COC(=O)c1ccc2c(c1)CC(CNC(=O)c1c(-c3ccccc3)noc1C)O2 (stereo unspecified)	-1.7
35	CCc1nc(C)ccc1OC(=O)C12CC3CC(CC(C3)C1)C2	-29.2
36	CCn1nnc2c(=O)n(Cc3ccccn3)cnc21	1.4
37	C=CCc1c(C)nc(SCCCC)[nH]c1=O	-11.8
38	CN(C(=O)c1ccc(-n2cccc2)cc1)C1Cc2ccccc2C1	-35.1
39	Cc1ncc(CO)c(CN(C)CC2COc3ccccc3O2)c1O (stereo unspecified)	-8.9
40	CCCC1CC(C)(C(=O)Cn2[nH]c(=O)ccc2=O)OC1=O (stereo unspecified)	2.1
41	CCc1ccc(S(=O)(=O)NCCNc2ccc(Nc3ccncc3)nn2)cc1	-7.9
42	COc1ccc(C(=O)N2CCN(Cc3cnc(C)n3C)CC2)cc1	-14.5
43	Cc1ccc(CCC(=O)NCCc2nc3ccc(F)cc3n2C)cc1	-1.0
44	Cc1nc2sc(C)c(C)n2c(=O)c1NC(=O)c1c(F)cccc1Cl	-5.1
45	Cc1ccc(-c2ccc(S(N)(=O)=O)s2)c(-n2cccn2)c1	-24.6
46	COc1cc(=O)n(-c2ccccc2C)nc1C(=O)Nc1nc2ccccc2s1	-35.7
47	CC(C)OC(=O)c1cc(NC(=O)[C@@H]2CCCO2)ccc1Cl	-23.8
48	COc1cc(=O)n(-c2ccccc2)nc1C(=O)Nc1ccc(OC(F)(F)F)cc1	-26.6
49	Cc1cccnc1CN1CCN(Cc2[nH]c3ccc(Cl)cc3c2C)CC1	-34.0
50	O=C(Cn1cnc2sccc2c1=O)NC1CC1	-4.7
51	CC1C(=O)N2CCCc3cc(NC(=O)C(=O)NCCN4CCOCC4)cc1c32 (stereo unspecified)	-6.6
52	c1cnn(-c2ccc(CSc3nnnn3C3CCCC3)cc2)c1	-4.8
53	CN(Cc1nc(-c2ccco2)no1)Cc1n[nH]c2c1CCC2	-25.5
54	Cn1c(=O)c2c(nc(SCc3nc(N)nc(N4CCOCC4)n3)n2C)n(C)c1=O	-4.0
55	O=C(Nc1ccc(C(=O)n2ccccc2=NC2CCCCC2)s1)C1CC1	-9.7
56	CC(C)CN(CC1CN(CC(C)O)CCO1)C(=O)COc1ccccc1 (stereo unspecified)	1.0

# Next part:
entry	Molecule	mcGAS MS inh
57	COC1CCN(c2ccc(C(=O)NCCCc3c(C)noc3C)cn2)CC1	-7.3
58	O=C(NS(=O)(=O)N1CCc2ccccc2C1)c1ccoc1	3.7
59	COc1cc(NC(=O)c2ccc3c(c2)NC(=O)CS3)cc(OC)c1	-2.2
60	O=c1[nH]cnc2ncccc12	-6.4
61	C=CCn1c(SCC(=O)NCC(C)c2ccccc2)nnc1-c1cccnc1 (stereo unspecified)	-10.1
62	CC(NC(=O)COC(=O)c1ccccc1O)c1cccs1 (stereo unspecified)	18.9
63	Cc1ccc2oc(C(=O)NCCCOc3ccccc3F)cc(=O)c2c1	-0.6
64	CCCCc1c(O)c2c([nH]c1=O)CC(c1ccccc1)CC2=O (stereo unspecified)	-2.0
65	C#CCn1c(C(C)O)nc2ccccc21 (stereo unspecified)	14.8
66	O=C1CSC(c2cccc(F)c2)N1c1ccc(O)cc1 (stereo unspecified)	-8.4
67	O=C(Cc1cn2ccsc2n1)N1CC(c2ccncc2)C1	-15.2
68	CC(C)c1c(NS(=O)(=O)c2ccc(C3CCCCC3)cc2)c(=O)n(-c2ccccc2)n1C	10.2
69	CCNC(=O)NC(=O)C(c1ccccc1)N1CCN(c2ccccc2)CC1 (stereo unspecified)	-3.0
70	COC(=O)c1cc2n(n1)CCCN(C(=O)c1cnnn1-c1ccccc1)C2	-28.1
71	O=C(c1cc2ccccc2oc1=O)N1CCc2onc(-c3ccccc3)c2C1	-1.9
72	O=C1CN(CCCc2ccccc2)C2CS(=O)(=O)CC2N1c1cccc(Cl)c1 (stereo unspecified)	-7.3
73	CN(C)c1nc(N2CCCCC2)nc(N2CCCCC2)n1	-11.1
74	O=C(Cc1ccccc1)Nc1ccnn1C1CCN(C(=O)c2cscn2)CC1	-7.4&-2.0
75	CC1CC(C)CN(c2ncc3c(n2)CC(c2ccc(F)cc2)CC3=O)C1 (stereo unspecified)	-1.8
76	Cc1ccc(-c2nsc(C(=O)N3CCN(C)CC3)c2N)cc1	-6.3
77	Cc1cc(-n2c(C)cn(CN3CCN(c4cccc(Cl)c4)CC3)c2=O)no1	4.8
78	COc1ccc(COCC(O)Cn2c(C)nc3ccccc3c2=O)cc1 (stereo unspecified)	-14.0
79	CCOCCn1c(=O)c2c(nc3n(-c4cc(OC)ccc4OC)c(C)cn23)n(C)c1=O	-7.7
80	CCOC(=O)c1cnc2c(C(=O)OC)c[nH]n2c1=O	10.0
81	Cc1cc(O)c(C(c2ccccn2)N2CCN(c3ccccn3)CC2)c(=O)n1Cc1ccco1 (stereo unspecified)	-6.1
82	COc1ccc(C(c2c(-c3ccccc3)n(O)c3ccccc23)N2CCOCC2)cc1 (stereo unspecified)	-6.1
83	CCOC(=O)c1nn(-c2ccc(C)cc2)c(=O)cc1OCC(=O)Nc1ccc(Br)cc1	-8.3
84	Cc1noc(C)c1S(=O)(=O)Nc1ccccc1C(=O)Nc1ccccc1	-4.7
85	Cc1[nH]c2c(C(=O)N3CCC4(CC3)C(=O)NCCN4C)cccc2c1C	-10.1
86	COc1cc(CN2C(=O)C(C)Sc3ccc(-c4ccco4)cc32)cc(OC)c1 (stereo unspecified)	54.2
87	CCOC(CNC(=O)c1nn(-c2ccccc2)c(=O)cc1OC)OCC	-17.8
88	CCS(=O)(=O)N1CCCc2ccc(NC(=O)c3ccc(OC(C)C)cc3)cc21	-1.6
89	CN1CCCC(CN(CCc2ccccc2)C(=O)c2ccc3cc[nH]c3c2)C1 (stereo unspecified)	3.9
90	Cc1nc(N2CCOCC2)sc1CNCc1ccc(OC(F)F)cc1	1.1
91	O=C1CSC(c2ccccn2)N1c1ccc(F)c(Cl)c1 (stereo unspecified)	-9.9
92	COc1ccc(NC(C)=O)cc1NC(=O)c1cc(Cl)ccn1	1.3
93	Cc1n[nH]c(C)c1S(=O)(=O)Nc1ccc(OCc2ccccc2)cc1	-1.6
94	CC(=O)Nc1cc(F)c(F)cc1NC(=O)c1ccc(OCCN(C)C)nc1	-5.1
95	S=c1[nH]nc2c3cnn(-c4ccccc4)c3ncn12	-3.1
96	O=C1NC(=S)NC1=Cc1ccc2c(c1)OCO2	0.3
97	O=C(Nc1cccnc1)C1COc2ccccc2O1 (stereo unspecified)	-6.0
98	COCc1c(C(=O)NC2CCC(n3cnnc3)CC2)noc1C (stereo unspecified)	-14.8
99	CCc1ccc(N2CC(C)Cn3c2nc2c3c(=O)n(CC(C)C)c(=O)n2C)cc1 (stereo unspecified)	-3.8
100	Cc1nc2n(n1)C(=O)C(C(c1ccccc1)N1CC(C)OC(C)C1)S2 (stereo unspecified)	-8.0
101	C=C(Br)CNC(=O)C1CC1c1cccc(C)c1 (stereo unspecified)	-7.3
102	CCn1c(CO)c[nH]c1=S	-2.5
103	Cc1cc(C)n(CCn2cc(CCc3ccccc3)nn2)c(=O)n1	-19.8
104	O=S(=O)(CCN1CCCC(OCCO)C1)Oc1ccccc1 (stereo unspecified)	-2.1
105	Cc1nnc(NC(=O)CSc2nnc(CNC(=O)c3cc(Br)ccc3Cl)n2-c2ccc(F)cc2)s1	23.5
106	CC(=O)c1cc(CN2CCCC(CNS(=O)(=O)c3cccc4cccnc34)C2)cs1 (stereo unspecified)	-8.1
107	O=S(=O)(NCc1ccccc1)N(Cc1ccccn1)C1CCCCC1	-16.0
108	CCOc1ccc(S(=O)(=O)N2CCCCC2)cc1NC(=O)c1ccoc1C	1.6
109	CCCCSc1nc2c(c(=O)n1-c1ccccc1OC)SCC2	-5.9
110	CCOCCn1c(=O)c2c(nc3n(C(C)C)c(C)cn23)n(C)c1=O	-11.1
111	O=c1[nH]ccn(-c2ccc(F)cc2)c1=O	-9.8
112	CCOC(=O)c1cc(-c2cccc(C(F)(F)F)c2)nc2nc(SC)[nH]c(=O)c12	19.4

# Remaining list, next part
entry	Molecule	mcGAS MS inh
113	CC(C)(CCC(=O)OC(C)(C)C)NCc1cccs1	-4.3
114	O=C(NC1C=CS(=O)(=O)C1)C(=O)N1CCc2ccccc2C1 (stereo unspecified)	-1.0
115	COC(=O)Cc1ccc(NC(=O)c2cnccn2)cc1	-9.4
116	FC(F)(F)Oc1ccc(Nc2ncnc3[nH]ncc23)cc1	-0.3
117	CCOCCOC(=O)C1=C(C)N(C)C(=O)NC1c1ccc(Cl)c(Cl)c1 (stereo unspecified)	-7.9
118	Cc1cc(NC(=O)C2CC2)sc1C(=O)N(C)CC1CC1	-4.9
119	Fc1c(F)c(F)c(CSc2cn[nH]n2)c(F)c1F	-10.2
120	Cc1cc(=O)[nH]c(-n2nc(C3CC3)cc2NC(=O)COc2ccccc2F)n1	-9.4

# Sorted by the number under mcGAS MS inh (ascending): 5 from the list above
entry	Molecule	mcGAS MS inh
117	CCOCCOC(=O)C1=C(C)N(C)C(=O)NC1c1ccc(Cl)c(Cl)c1 (stereo unspecified)	-7.9
118	Cc1cc(NC(=O)C2CC2)sc1C(=O)N(C)CC1CC1	-4.9
113	CC(C)(CCC(=O)OC(C)(C)C)NCc1cccs1	-4.3
114	O=C(NC1C=CS(=O)(=O)C1)C(=O)N1CCc2ccccc2C1 (stereo unspecified)	-1.0
116	FC(F)(F)Oc1ccc(Nc2ncnc3[nH]ncc23)cc1	-0.3

# Further entries follow.
entry	Molecule	mcGAS MS inh
121	CN(C)CCN(C(=O)c1cccc2ccccc12)C1CCCC1	-5.4
122	CS(=O)(=O)N1CCSC1c1ccc2c3c(cccc13)CCC2 (stereo unspecified)	-9.0
123	CC1Cc2cc(C(=O)N(C)Cc3ccccc3F)ccc2N1S(C)(=O)=O (stereo unspecified)	-14.1
124	O=C(NNc1ccc(Cl)cc1)c1cccn2c(CCN3CCCCC3)nnc12	-8.6
125	COCCCn1c(CN2CCN(CC(C)C)C(=O)[C@@H]2C)cnc1S(C)(=O)=O	8.0
126	Cc1cc(C(=O)N2CCC(C(=O)Nc3ccc(Oc4ccccc4F)cc3)CC2)c(C)o1	-1.2
127	CNc1cnc(-c2cccc(C(=O)NCCN(C)C)c2)cn1	-5.0
128	O=C(Nc1cccc(Cl)c1F)C1CCCN1S(=O)(=O)c1ccccc1C(F)(F)F (stereo unspecified)	-13.5

# Of the compounds above, these have bromine.
entry	Molecule	mcGAS MS inh
25	O=C(O)C1C2C=CC(O2)C1C(=O)NCc1ccccc1Br (stereo unspecified)	-3.0
83	CCOC(=O)c1nn(-c2ccc(C)cc2)c(=O)cc1OCC(=O)Nc1ccc(Br)cc1	-8.3
101	C=C(Br)CNC(=O)C1CC1c1cccc(C)c1 (stereo unspecified)	-7.3
105	Cc1nnc(NC(=O)CSc2nnc(CNC(=O)c3cc(Br)ccc3Cl)n2-c2ccc(F)cc2)s1	23.5
